Screens deposited in PubChem BioAssay by National Center for Advancing Translational Sciences (NCATS).
S2 tox: cell viability loss in ATXN counter-screen; 0.49% of 400,000 active; Potency, µM (titrated, usually from 56.7 µM), most hits filed as cytotoxic; S2 cells (HEK-293 line with an ATXN2-luciferase reporter) viability, CellTiter-Fluor protease fluorescence, 24 h; further: potency means the concentration at half of the fitted maximal effect; nearly all actives have a fitted effect of over 40% in size
MCF10A rerep: inducers of DNA re-replication in MCF 10A breast cells; Potency, µM (series often up to 46.1 µM), without a hit: at the top dose activity, positive = re-replication, hits mostly activators; 2.9% of 350,000 active; MCF 10A DNA re-replication, Hoechst nuclear intensity, 48 h; further: potency means the concentration at half of the fitted maximal effect; % of control where 0% means no effect; nearly all actives have a fitted effect of over 50% in size
KB-3-1 cytotox: kills parental KB-3-1 adenocarcinoma cells | KB-3-1 viability, CellTiter-Glo ATP luminescence, 72 h | Potency, µM (top dose mostly 46.1 µM), without a hit: at the top dose activity change, negative = cytotoxic, actives largely listed as cytotoxic | 1.4% of 400,000 active | AID 1347075; further: potency means the concentration at half of the fitted maximal effect; on the % scale 0 is the no-effect control and ±100 the full control effect; nearly all actives have a fitted effect of over 60% in size
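72 h, 37 °C compound treatment of KB-3-1 parental cells; CellTiter-Glo added, 10 min, luminescence read. Data corrected against DMSO-only plates and normalized before curve fitting.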
IL-1B inflam inh: inhibitors of inflammasome signaling (IL-1 beta secretion) | THP-1 LPS/ATP IL-1B secretion, AlphaLISA, 16 h; active compounds read low | activity change, % at 57.5 µM | 4.7% of 360,000 active | AID 743279; in the data active means activity change below about -50%; inconclusive means mostly about -30% to -49%; further: on the % scale 0 is the no-effect control and ±100 the full control effect
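THP-1 cells pretreated 1 hr with compounds (up to 57.5 uM final), then stimulated with LPS (250 ng/mL final) plus ATP (1.25 mM final); secreted IL-1B measured by AlphaLISA after 16 hr, decreased signal indicating inhibition.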
HT1080 IDH1KD tx: kills HT-1080 cells with IDH1 knockdown; HT-1080 IDH1 knockdown viability, ATP luminescence, 48 h; Potency, µM (titrated, usually from 46.1 µM), for inactives: at the top dose activity, negative = toxicity, most hits filed as cytotoxic; 2% of 360,000 active; AID 686971;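 further: potency means the concentration at half of the fitted maximal effect; 0% = DMSO wells and -100% = cell-free medium wells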
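% activity derives from luminescence (CellTiter-Glo), normalised to DMSO and no-cell wells. HT-1080-IDH1KD cells, 750/well, had 48 h compound exposure at 37 °C.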
ATXN2 expr inh: reduces ATXN2 reporter expression in HEK-293 cells | HEK-293 ATXN2-luciferase reporter, luminescence, 24 h | AID 1745845 | 0.72% of 360,000 active | Potency, µM (titrated, usually from 57 µM), without a hit: at the highest dose activity change, negative = inhibition, usual class: inhibitors; further: potency means the concentration at half of the fitted maximal effect; on the % scale 0 is the no-effect control and ±100 the full control effect; nearly all actives have a fitted effect of over 55% in size
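qHTS (up to 57 uM final) was run with 24 h compound exposure of reporter cells at 37 °C. Each well was multiplexed: SteadyGlo luminescence measured ATXN2-luciferase expression after a fluorogenic Gly-Phe-AFC viability readout (25 uM final).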
HepG2 tox: counter-screen for TGF-b inhibitors: cytotoxicity in HepG2 cells | AID 588856 | 0.76% of 410,000 active | HepG2 CAGA-GFP viability, ATP luminescence, 18 h | Potency, µM (series often up to 46.1 µM), without a hit: top-dose activity change, negative = cytotoxicity, most hits filed as cytotoxic; further: potency means the concentration at half of the fitted maximal effect; some results filed as inactive show a strong effect at the top dose
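HepG2 CAGA-GFP cells (1000/well, DMEM with 1% FBS) received compound, then TGF-beta at 500 pg/mL final, and were incubated 18 hours at 37 degrees C. Viability was read by CellTiter-Glo luminescence. Media-only wells were set as complete cell-killing and DMSO as no toxicity.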
HT1080NT lethal: kills 2HG-producing HT-1080-NT fibrosarcoma cells | 1.6% of 360,000 active | Potency, µM (doses to about 46.1 µM), inactives show at the top dose activity, negative = less viability, actives largely listed as cytotoxic | HT-1080-NT fibrosarcoma viability, CellTiter-Glo ATP luminescence, 48 h;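 further: NT is the 2HG producing partner of a matched IDH1 knockdown line; potency means the concentration at half of the fitted maximal effect; 0% = DMSO-treated cells and -100% = media-only wells without cells; nearly all actives have a fitted effect of over 55% in size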
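Toxicity toward the 2HG-producing NT line was scored as %Activity, normalised to DMSO and no-cell wells, from CellTiter-Glo luminescence after 48 hours' treatment.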
SW480 rerep: DNA re-replication induction in SW480 cells; Potency, µM (titrated, usually from 46.1 µM), for inactives: top-dose re-replication activation, usual class: activators; 1.8% of 340,000 active; SW480 DNA re-replication, Hoechst DNA content imaging, 48 h; further: potency means the concentration at half of the fitted maximal effect; % of control where 0% means no effect; nearly all actives have a fitted effect of over 55% in size
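Per well, 250 cells were exposed to pinned compound for 48 hr. Nuclear DNA was visualised with Hoechst (40 min, 37 C) and total object intensity recorded by fluorescence scanning.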
Starred values were filed as active, the others as inactive; i = inactive; ? = inconclusive; · = not tested or not shown; & = joins results of further samples; [ ] = remark or other dose. Unless noted, the call rests on the fitted dose curve; in most records, active means well fitted curve in the direction sought with a large enough effect; inconclusive means small, poorly fitted or top-dose-only effect, or another doubt; inactive means no such curve, though single readings can be large; an effect the other way counts as inactive or inconclusive.

A first look:
SMILES	KB-3-1 cytotox	HT1080NT lethal	S2 tox	HepG2 tox	IL-1B inflam inh	ATXN2 expr inh	MCF10A rerep	SW480 rerep	HT1080 IDH1KD tx
Cc1cc(C)cc(N(CC(=O)Nc2ccc(C)cc2Cl)S(=O)(=O)c2c(C)[nH]c(=O)[nH]c2=O)c1	1%&-13%	-4%	i	-5%&1%	11	-7%&-3%	-26%	-13%	-11%
COC(=O)CN(c1ccc(OC)cc1OC)S(=O)(=O)c1ccccc1[N+](=O)[O-]	-2%	3%	i	17%	1	-9%	-4%	-2%	18%

The whole of this part, from the start:
SMILES	KB-3-1 cytotox	HT1080NT lethal	S2 tox	HepG2 tox	IL-1B inflam inh	ATXN2 expr inh	MCF10A rerep	SW480 rerep	HT1080 IDH1KD tx
Cc1cc(C)cc(N(CC(=O)Nc2ccc(C)cc2Cl)S(=O)(=O)c2c(C)[nH]c(=O)[nH]c2=O)c1	1%&-13%	-4%	i	-5%&1%	11	-7%&-3%	-26%	-13%	-11%
COC(=O)CN(c1ccc(OC)cc1OC)S(=O)(=O)c1ccccc1[N+](=O)[O-]	-2%	3%	i	17%	1	-9%	-4%	-2%	18%
COc1ccc(-c2cc(C(=O)Nc3ccc(OC)c(OC)c3)no2)cc1	9%	11%	i	-1%	-11	3%	-13%	-5%	22%
COc1ccc(CC(=O)Nc2ccc(S(=O)(=O)Nc3nccc(C)n3)cc2)cc1	-3%	1%	i	-3%	20	-17%	?	6%	-5%
CC(C)Nc1nc(NCCOc2ccccc2Cl)c2sccc2n1	0%	?	·	-69%	-91*	?	·	·	16µM*
CCN1/C(=C\c2ccc3ccccc3[n+]2CC)Sc2cc(C)ccc21	4.6µM*	?	·	11µM*	-100*	·	?	-3%	?
O=c1[nH]nc(-c2ccc(NCCCO)c([N+](=O)[O-])c2)c2ccccc12	15%	-4%	i	4%	4	-13%	7%	16%	3%
O=C(Nc1cccc(-c2nc3cc(Cl)ccc3o2)c1)C1CCCO1 (configuration not stated)	-7%	-4%	i	5%	59	43%[activator]	-4%	7%	7%
CCOc1cc(/C=C/c2ccc3cccc([N+](=O)[O-])c3n2)cc(Cl)c1O	-6%	-4%	?	-11%	8	-11%	26%	16%	-6%
Cn1cccc1-c1cc(C(=O)N2CCc3c([nH]c4ccccc34)C2c2ccccn2)[nH]n1 (configuration not stated)	0%	-4%	?	-14%	-15	·	2%	-85%[inhibitor]	-19%
O=C(c1cc(COc2ccc(-n3cncn3)cc2)on1)N1CCCC1	-12%	19%	i	8%	-3	7%	1%	-4%	9%
CCCS(=O)(=O)NC(=O)C1(C)CCN(C(=O)COc2ccccc2)C1 (configuration not stated)	0%	3%	i	0%	2	0%	·	·	10%
S=C(Cc1ccccc1)NCCc1ccccc1	-2%	-6%	i	-33%	30	17%	18%	-3%	1%
CC(=O)c1cc2c(cc1NC(=O)c1cc3nc(C(C)C)cc(C(F)(F)F)n3n1)OCO2	5%	7%	i	-6%	-4	4%	8%	2%	1%
O=C(Nc1ccc2c(c1)OCCO2)C(c1ccncc1)n1c(=O)c(-c2cc3ccccc3[nH]2)nc2ccccc21 (configuration not stated)	-21%	?	·	·	-19	·	·	·	?
Cc1ccc(NC(=O)CCNS(=O)(=O)c2ccc3c(c2)CCN3C(=O)C2CC2)c(Cl)c1	-5%	·	i	-26%	·	-23%	·	·	·
CCOC(=O)c1cc(S(=O)(=O)Nc2ccccc2OCC)[nH]n1	2%	·	i	-24%	·	4%	·	·	·
O=C(c1nc2ncccn2n1)N1CCN(c2ccc(F)cc2)CC1	14%	11%	i	-3%	0	-21%	-1%	-4%	17%
CS(=O)(=O)c1ccccc1C(=O)Nc1ccc(-c2nc3ccccc3[nH]2)cc1	9%	3%	i	-5%	-7	·	-4%	6%	0%
CCc1ccc(CNC(=O)CCc2nc(-c3cccs3)no2)cc1	4%	-2%	i	8%	19	1%	19%	0%	5%
CC1(C(=O)N/N=C/c2c(F)c(F)c(F)c(F)c2F)CC1(Cl)Cl (configuration not stated)	21%	?	?	-111%	-100*	?	?	?	?
CC(C)n1cnc2cc(NCc3ccco3)ccc21	12%	1%	i	4%	-16	0%	-2%	-6%	29%
CN(C)S(=O)(=O)n1cc(/C=C(\NC(=O)c2ccccc2F)C(=O)NCCCN2CCOCC2)c2ccccc21	9%	-5%	i	1%	0	-19%	11%	0%	0%
COc1ccc(C2C=C(c3ccc(Cl)cc3)Nc3nc(-c4ccc(Cl)cc4)nn32)cc1 (configuration not stated)	?	·	?	-11%	·	?	·	·	·
CCc1ccc2oc(-c3cccc(N)c3)nc2c1	-10%	4%	i	-27%	-29	67%[activator]	?	1%	-10%
CCC(=O)Nc1ccc(C(=O)N/N=C/c2c(C)[nH]c3ccccc23)cc1	2%	-1%	i	-3%	22	11%	-1%[9.22 µM]	1%	2%
CC(NC(=O)CN(C1CCCCC1)S(C)(=O)=O)c1ccccc1 (configuration not stated)	-3%	18%	i	1%	-8	-17%	0%	0%	20%
COc1cccc(CNC(=O)[C@@H]2CCCN2C(=O)[C@H]2CCCCN2C(=O)c2cccs2)c1	15%	21%	i	·	-8	3%	·	·	5%
CN1CCN(CCNC(=O)c2ccc3nc(-c4ccc(F)cc4)c(-c4ccc(F)cc4)nc3c2)CC1	-22%	18µM*	?	-44%	-53*	?	?	?	23µM*
CC(=O)NCCOC(=O)Nc1ccncc1	1%	12%	i	-11%	1	7%	1%	-6%	-2%
O=C(c1ccccc1CCc1ccccc1)N1CCN(c2ccccn2)CC1	-10%	-1%	i	-31%	-11	-4%	5%	-3%	?
Nc1ncnc2c1ncn2[C@@H]1O[C@H](COS(=O)(=O)O)[C@@H](O)[C@H]1O	0%	0%	i	4%	29	5%	-15%	2%	6%
CCCn1c(=O)c(C(=O)NC(C)c2ccccc2)c(O)c2ccccc21 (configuration not stated)	-16%	1%	i	-10%	2	-2%	6%	2%	12%
Cc1cc(Nc2ncc(Cl)cc2Cl)n(-c2ccccc2)n1	-1%	-12%	i	-17%	-5	-19%	6%	10%	-7%
CCc1cc(C(=O)N2CCOCC2)c(NC2=NS(=O)(=O)c3ccccc32)s1	6%	11%	i	-5%	0	0%	-2%	-1%	2%
Cc1cc(C)n2c(SCC(=O)N(CC(C)C)c3c(N)n(CC(C)C)c(=O)[nH]c3=O)nnc2n1	-1%	6%	i	34%	10	2%	-1%	1%	4%
Cc1ncoc1C(=O)N1CCCC(N2CCN(c3cccc(C(F)(F)F)c3)CC2)C1 (configuration not stated)	-8%	-14%	i	-24%	0	-24%	14%	-6%	-5%
COc1ccc(N=C2SC(C(N)=O)CC(=O)N2Cc2ccc3c(c2)OCO3)cc1 (configuration not stated)	-17%	0%	i	-8%	?	·	3%	-2%	-4%
CN(C)C(=O)c1cc([N+](=O)[O-])ccc1O	-3%	19%	?	8%	20	-15%	-16%	4%	14%
Cc1c(C)c(C)c(S(=O)(=O)NCCC(=O)N2CCN(Cc3ccc(C#N)cc3)CC2)c(C)c1C	?	-9%	i	-26%	8	-19%	0%	2%	-9%
CNC(=O)c1ccccc1NC(=O)C1CC(=O)N(C(C)C)C1 (configuration not stated)	17%	-6%	i	-24%	-14	-24%	0%	-3%	-12%
CCCC(=O)Nc1ccc(C(=O)COC(=O)c2cc(C)oc2C)cc1	0%	2%	?	1%	-13	·	10%	0%	5%
Cc1cc(NC(=O)CSc2c3c(nc4ccccc24)CCC3)no1	?	-22%	?	-47%	-7	?	?	19%	?
CSc1ccc(NC(=O)CC(C)=O)cc1	0%	5%	i	0%	-5	7%	15%	1%	8%
COC(=O)CNC(=O)C1CCN(S(=O)(=O)c2cnc[nH]2)CC1	14%	19%	i	4%	-8	7%	-3%	-8%	14%
O=C(Cn1nc(-c2cccc(Cl)c2)ccc1=O)Nc1cccnc1	-6%	-3%	i	-15%	-6	-3%	1%	-4%	-3%
CC1(C)OC(=O)C(=NNc2ccccc2C(=O)O)C(=O)O1	0%	0%	i	-22%	11	-1%	17%	-15%	-1%
CN(CC(=O)Nc1ccccc1Cl)C(=O)Cn1cnc2ccccc2c1=O	10%	4%	i	5%	17	7%	-10%	-61%[inhibitor]	2%
COC(=O)NNC(=O)C(c1ccccc1)c1ccccc1	12%	21%	i	3%	-10	14%	-1%	-5%	17%
CCOc1cc(C#N)c(NC(=O)Cn2nnc3ccccc32)cc1OCC	10%	3%	i	11%	7	-20%	-133%[0.0737 µM]	1%	13%
Cc1c(Cl)cccc1N/C(=N/S(=O)(=O)c1cccs1)c1ccccc1	?	-24%	i	-19%	-24	-16%	4%	11%	-15%
COc1ccc(/C(N)=N/OC(=O)c2ccco2)cc1OC	1%	15%	i	-3%	-28	18%	0%	-9%	-3%
CCOC(=O)C1=C(COC(=O)Cc2ccc(OC)c(OC)c2)NC(=O)NC1C (configuration not stated)	-2%	-1%	?	13%	-21	0%	2%	-18%	-3%
CCn1cnc2c1c(=O)n(Cc1cccc([N+](=O)[O-])c1)c(=O)n2Cc1ccccc1	7%	-20%	i	-16%	-1	-20%	?	14%	-29%
Cc1cc(/C=N/NC(=O)C(O)(c2ccccc2)c2ccccc2)c(C)n1-c1ccccc1	-5%	-13%	i	40%	-9	·	-9%	-29%	-5%
Cc1cc(C)n(-c2nc3ccccc3nc2Nc2ccc(Cl)c(C(=O)OC(C)C)c2)n1	8%	·	i	6%	·	5%	·	·	·
O=C(NCCCNC(=O)c1ccco1)c1ccc(F)cc1	14%	11%	i	-4%	17	3%	-7%	-4%	11%
